PriA SSB inh: inhibitors of Klebsiella pneumoniae PriA binding to SSB C-terminal tail | AID 1272365 | 430,000 tested, 0.6% active | inhibition, % at 33 µM | AlphaScreen SSBct-PriA binding, biotinylated peptide; in the data active means inhibition mostly above about 37%, no sharp cut-off; inactive means mostly below about 20%;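 further: plate controls were negative control peptide for no effect and reference peptide for full effect; strong numbers were not always called active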
* = called active by the depositor; & = joins results of further samples. A portion of the library, so the mix of outcomes need not match the whole.

compound,PriA SSB inh
CNC(=O)C1Cc2ccccc2N1C(C)=O (stereo not drawn),-15
COCCCN1C(=O)C(=O)C(=C(O)c2ccc(S(=O)(=O)N3CCCCC3)cc2)C1c1ccc(F)cc1 (stereo not drawn),-6
CCc1ccc(-n2nnc(C(=O)Nc3nccs3)c2C)cc1,-19
O=C(CCSc1nnc2scc(-c3ccc(Cl)cc3)n12)Nc1ccc(F)cc1,-2&2
Cc1cc(C)c(NC(=O)CSc2ncc(S(=O)(=O)c3cccs3)c(N)n2)c(C)c1,-12
COc1ccc(Cl)cc1C(=O)NCCc1cc2c(C)ccc(C)c2[nH]c1=O,5
COc1ccc(-n2nnnc2CNC(=O)c2cccs2)cc1,-4
NC(=O)[C@@H]1Cc2ccccc2N1C(=O)c1cc2ccccc2o1,-10
Cc1ccc(C)c(NC(=O)CN2C(=O)C(C)SC(C)C2=O)c1 (stereo not drawn),-6
CCOCC(=O)NCC1CCN(C(C)C)CC1,-13
Nc1ncnc2[nH]ncc12,-20
CCOc1ccc(S(=O)(=O)N(CC(=O)NN=Cc2ccc(-c3ccc([N+](=O)[O-])cc3)o2)c2ccccc2)cc1,4
ON=C1CC(O)Cc2nonc21 (stereo not drawn),-3
COc1ccc2nc(NCCCN3CCOCC3)sc2c1,19
Cc1cc(C)c2c(n1)nn1c(N3CCN(CCOc4ccc(Cl)cc4)CC3)cc(C)nc21,-2
Cc1cc(Nc2ccc(N(C)C)cc2)c2ccc(C(F)(F)F)cc2n1,28
O=C(CSc1nccn1-c1ccc(C(=O)NCc2ccccc2F)cc1)NC1CCCC1,-1
Cc1ccc(-n2nnnc2CNS(=O)(=O)c2ccc(Br)cc2)cc1,-9
Cc1ccc(S(=O)(=O)NN=Cc2ccc(O)c(O)c2)cc1[N+](=O)[O-],-4
Cc1cc(S(=O)(=O)N[C@H]2CCN(c3nccs3)C2)ccc1F,1
Cc1n[nH]c(C)c1CCC(=O)N/N=C\c1c[nH]c2ccccc12,1
CS(=O)(=O)N1CCCC1C(=O)Nc1nc(-c2ccc3c(c2)OCO3)cs1 (stereo not drawn),-9
Cc1ncn(CC(=O)N2CC(n3cc(-c4ccccc4)nn3)C2)c(=O)c1C,-2
Cc1ccc(=O)n(C(C)C(=O)Nc2ccccc2-c2csc(-c3ccccc3F)n2)n1 (stereo not drawn),-12
CC1CCc2nc(NC(=O)C(C)(C)C)sc2C1 (stereo not drawn),6
CS(=O)(=O)C1CCN(C(=O)C2CCN(S(C)(=O)=O)CC2)CC1,-17
CS(=O)(=O)c1ccc(CC(=O)Nc2ccc(-c3nc4ccccc4s3)cc2)cc1,2
CCOC(=O)N1CCN(S(=O)(=O)c2cc(C)ccc2OCC)CC1,-10
Cc1ccc2c(c1)N(C)C(=O)c1cc(NC(=O)c3ccccc3Br)ccc1O2,5
O=C(CON=Cc1ccccc1OC(F)F)NCc1cccs1,-5
ON=Cc1cccn1-c1ccc(Br)cc1,8
O=C(Cc1cc(=O)[nH][nH]1)NN=C/C=C/c1ccccc1,5
CCOc1ccc(-c2csc(-n3nc(C)cc3NC(=O)C(=O)c3c(C)[nH]c4ccccc34)n2)cc1,7
Cc1ccc(Nc2ccc(NS(=O)(=O)c3c(C)noc3C)cc2)nn1,-8
O=C(c1ccc2nsnc2c1)N1CCc2cnc(N3CCOCC3)nc2C1,-14
COc1ccc2c(c1OC)C(=O)OC2CC(=O)c1ccc(-c2ccccc2)cc1 (stereo not drawn),-15&4
CCN1C(=O)C(C)(C)COc2ccc(NC(=O)c3ccccc3F)cc21,18
COc1ccc(/C=C/c2nc3ccccc3n2Cc2ccccc2)cc1,-30
Cc1cc2ncc(CCCNC(=O)c3cc4cc(F)ccc4s3)cn2n1,-4
O=C(O)CCC(=O)NCc1cccnc1,3
O=C(Cn1c(=O)n(Cc2ccc(Cl)cc2)c(=O)c2ncccc21)N1CCCc2ccccc21,3
CC1CCCC(=CNc2ccc(C(=O)O)c(O)c2)C1=O (stereo not drawn),3
CC(C)CC(=NO)c1c[nH]c2ccccc12,-5
O=C(NCc1ccnc(-c2ccsc2)c1)NC1CCOCC1,-20
CCOc1coc(C(=O)NCc2ccccc2OC)cc1=O,-26
Cc1ccc(OC[C@@H](O)CNC2CCCCC2)cc1,-4
Cn1c(SCC(=O)NN=C/C=C\c2ccco2)nc2ccccc21,-6
Cc1cc(-c2nnc(NC(=O)C3CCN(S(=O)(=O)c4ccc(F)cc4)CC3)o2)n(C)n1,-1
NC(=O)c1ccccc1OCC#CCNS(=O)(=O)Cc1ccc(Cl)cc1,-1
O=C(COc1ccccc1)NCC1CCN(Cc2cccs2)CC1,-15
CC(=NNC(=O)c1cccc(S(=O)(=O)N2CCCC2)c1)c1ccc(C)cc1,-1
COC(=O)c1sc(SC)c(S(=O)(=O)C(C)C)c1NN=C(C#N)C(=O)c1ccccc1,14
Nc1nonc1-n1nnc(C(=O)NN=Cc2ccc(F)cc2)c1-c1cccs1,9
CCCc1nnsc1C(=O)N1CCN(c2nc3c(OC)ccc(Cl)c3s2)CC1,3
Cn1cc(C(=O)c2ccc(Cl)cc2Cl)cc1C(=O)NN=C(N)COc1cccc(C(F)(F)F)c1,6
CC(C)NC(=O)Cc1csc2nc(-c3ccc(Cl)cc3)cn12,-6
O=C(c1ccco1)N1CCN(S(=O)(=O)c2ccccc2F)CC1,-2
Cc1nc(SCc2ccc(F)cc2)[nH]c(=O)c1CC(=O)O,22
Cc1ccc(C=NNC(=O)c2ccc(Cn3cc([N+](=O)[O-])cn3)o2)cc1,-14
COc1ccc(NC(=O)C(=O)NCCN2CCN(c3ccccc3)CC2)cc1OC,-9&-3

Shown field by field: entries from further up
SMILES: Cn1cc(C(=O)c2ccc(Cl)cc2Cl)cc1C(=O)NN=C(N)COc1cccc(C(F)(F)F)c1
  PriA SSB inh = 6

SMILES: Cc1ccc(C=NNC(=O)c2ccc(Cn3cc([N+](=O)[O-])cn3)o2)cc1
  PriA SSB inh = -14

(listing goes on)
compound,PriA SSB inh
O=[N+]([O-])c1cccc(C=NNc2nc(C(Cl)(Cl)Cl)nc3ccccc23)c1,-9
CN1CCCc2cc(C(CNC(=O)Nc3ccccc3)N3CCCC3)ccc21 (stereo not drawn),26
C=CCn1c(Cc2csc(N)n2)nnc1SCC(=O)NCCc1ccc(OC)c(OC)c1,-13
COCCNC(=O)NCc1cccnc1-c1cccs1,0
Cc1ccc(CCC(=O)N2CC(S(=O)(=O)CC(C)C)C2)cc1F,-8
O=C(CCc1ccccc1Br)NC1CCN(c2nccs2)CC1,11
O=C(NCCc1ccoc1)C(=O)Nc1ccc2c(c1)OCO2,-7
COc1ccc(OCc2noc(CNC(=O)c3ccccn3)n2)cc1,-2
COCCCNC(=O)Cc1cn(Cc2ccccc2)c2ccccc12,-20
Cc1cccc(N=C2NC(=O)C(Cc3ccccc3)S2)n1 (stereo not drawn),9
COCCCNC(=O)CSc1nc(-c2ccc(Br)cc2)[nH]c1-c1ccc(C)cc1,9
CC(=O)c1cccc(NC(=O)c2ccc(=O)n(C)n2)c1,-16&-1
O=C(Cn1cccc(-c2nc(-c3ccc(Br)cc3)no2)c1=O)NCc1ccccc1,4
COc1ccc(N2CC(CNC(=O)Cc3ccc(-c4ccccc4)cc3)OC2=O)cc1 (stereo not drawn),-5
Cc1sc2ncnc(N3CCN(c4ccccc4C(F)(F)F)CC3)c2c1-c1ccc(F)cc1,-5
O=C(NCC(O)(c1ccco1)C1CC1)C(=O)Nc1ccc(F)c(Cl)c1 (stereo not drawn),-16
O=C(CSc1nc2ccccc2o1)N1CC(S(=O)(=O)c2ccc(F)cc2)C1,-20
Cc1cc(N2CCC(NC(=O)c3ccccc3Cl)CC2)n[nH]1,-3
C[C@@H](c1ccccc1)n1c(COc2ccc3ccccc3c2)nc2ccccc21,0
CCOc1ccc(NC(=O)Cn2c(C)nc3c(sc4ccccc43)c2=O)cc1,-13
Cc1cc(C(=O)NN=Cc2ccc(N3CCOCC3)cc2)c(C)o1,-3
O=C(Cn1ncccc1=O)NCc1cncc(-c2cccs2)c1,-3
Cc1nc(-c2cccnc2)sc1-c1ccc(SCC(=O)NCc2ccccc2)nn1,-1
CCOC(=O)c1c(NC(=O)c2cc(OC)c(OC)c(OC)c2)sc(C)c1-c1ccc(F)cc1,-9
O=C(CN1CCN(Cc2nc3ccccc3[nH]2)CC1)NCc1ccc(F)cc1,-14
COc1ccccc1N1CCN(CCNC(=O)C(=O)Nc2cccc(SC)c2)CC1,-30&-7
CCOC(=O)Cn1c(=NC(=O)c2ccnn2C)sc2cc(C(C)C)ccc21,-21
Cc1ccc(-c2cc(CC(=O)NCCN3CCOCC3)no2)cc1,-4
CCOc1ccccc1C=NNC(=O)C[n+]1ccccc1,10
COc1cc(C(=O)NN=Cc2ccc(OC)c(CN3CCN(c4ccc(F)cc4)CC3)c2)ccc1O,11
Cc1nnc(SCC(=O)N2CCN(c3ccccc3)CC2)c2c1cnn2-c1ccc(F)cc1,16
C=CCn1c(SCCC(=O)Nc2ccc3c(c2)OCO3)nc2sc3c(c2c1=O)CCCC3,-4
Cc1ccc(-c2nc(C#N)c(N3CCCC3)o2)cc1,49
O=C(Cn1ccc2ccccc21)Nc1cc(N2CCCC2)ncn1,-4
O=C(O)c1cccn(Cc2cccc([N+](=O)[O-])c2)c1=O,8
Cc1ccccc1C1CCN(C(=O)c2cc(-c3cccnc3)on2)CCS1 (stereo not drawn),-9
COc1ccc(-c2cccc(NC(=O)Nc3ccccc3F)c2)nn1,-4
CC(C)NC(=S)NN=Cc1ccc(C(C)(C)C)cc1,10
Cc1c(C(=O)NN=Cc2ccccn2)nnn1-c1nonc1N,-8
CCOc1ccccc1NC(=O)C(=O)Nc1nc2ccccc2s1,9
CCOC(=O)c1ccc(NC(=O)c2oc3ccc(C)cc3c2C)cc1,-6&-1
Cc1nn(C)c(C)c1S(=O)(=O)NCC1CCN(S(=O)(=O)C2CC2)CC1,6
CS(=O)(=O)N1CCCCC1C(=O)Nc1nc(-c2ccc(Cl)cc2Cl)cs1 (stereo not drawn),-12
Cn1nc(-c2ccccc2NC(=O)Cc2c(F)cccc2Cl)ccc1=O,-30
COc1ccc(C=NNC(=O)c2ccc(CSc3nc(C)cc(C)n3)cc2)c(OC)c1OC,-3
CC(C)(C)c1nnc(NN=Cc2cc(Br)ccc2O)n(N)c1=O,61
COc1cccc(C=NNc2ccc(S(=O)(=O)Nc3ccccc3C(=O)O)cc2[N+](=O)[O-])c1O,19
CSc1ccccc1NC(=O)C(=O)NCC[C@@H](CCO)c1ccccc1,-6
COc1ccc2nc(N(CCn3cccn3)C(=O)c3cc(C)no3)sc2c1,-4
CCC(=O)Nc1ccc(S(=O)(=O)NCc2ccc(C(O)c3ccco3)s2)c(C)c1 (stereo not drawn),-20
Cn1cnc2c(=O)[nH]cnc21,-26
COCC(C)NC(=O)CN(C)c1nc2c(F)cccc2s1 (stereo not drawn),4
Cc1cc(NC(=O)C(=O)c2c[nH]c3ccccc23)n(-c2nc(-c3ccccc3)cs2)n1,4
O=C(Nc1nc(-c2ccc(Br)s2)cs1)c1ccccc1Oc1ccccc1,-6
CC(=O)Nc1nnc(SCC(=O)Nc2ccc([N+](=O)[O-])cc2)s1,-1
CCOC(=O)CN(c1ccccc1)S(=O)(=O)c1cc(C)c2[nH]c(=O)cc(C)c2c1,-2
CC(C)CCn1c(SCC(=O)c2ccccc2)nc2cc(C(=O)NCC3CCCO3)ccc2c1=O (stereo not drawn),7
COC(=O)c1ccc(S(=O)(=O)NCCc2cc(C)no2)cc1,-9
Cc1cc(NC(=O)c2ccc3c(c2)OCO3)n(-c2nc3ccc(F)cc3s2)n1,-13
O=C(Nc1ccc2c(c1)OCO2)N1CC(c2nc(-c3ccco3)no2)C1,-7

Other compounds.
compound,PriA SSB inh
O=S(=O)(NCC[C@H](O)c1ccccc1)c1ccccc1Br,-8
O=S(=O)(NCC1COC2(CCCC2)O1)c1cc(Cl)ccc1Cl (stereo not drawn),-22
COC(=O)c1ccccc1NC(=O)/C(C#N)=C\c1cn[nH]c1-c1ccccc1,2
CCOC(=O)c1c[nH]c(=S)[nH]c1=O,-10
CC(=O)Nc1ccc(OCC(O)CN2CCN(S(=O)(=O)c3c(C)cc(C)cc3C)CC2)cc1 (stereo not drawn),-1
COc1ccc(-c2nc(C)c(CCNS(=O)(=O)c3ccc(F)c(C(F)(F)F)c3)s2)cc1OC,-19

In the list so far, 15 contain an NH in an aromatic ring.
compound,PriA SSB inh
COc1ccc(Cl)cc1C(=O)NCCc1cc2c(C)ccc(C)c2[nH]c1=O,5
Nc1ncnc2[nH]ncc12,-20
Cc1n[nH]c(C)c1CCC(=O)N/N=C\c1c[nH]c2ccccc12,1
O=C(Cc1cc(=O)[nH][nH]1)NN=C/C=C/c1ccccc1,5
CCOc1ccc(-c2csc(-n3nc(C)cc3NC(=O)C(=O)c3c(C)[nH]c4ccccc34)n2)cc1,7
CC(C)CC(=NO)c1c[nH]c2ccccc12,-5
Cc1nc(SCc2ccc(F)cc2)[nH]c(=O)c1CC(=O)O,22
COCCCNC(=O)CSc1nc(-c2ccc(Br)cc2)[nH]c1-c1ccc(C)cc1,9
Cc1cc(N2CCC(NC(=O)c3ccccc3Cl)CC2)n[nH]1,-3
O=C(CN1CCN(Cc2nc3ccccc3[nH]2)CC1)NCc1ccc(F)cc1,-14
Cn1cnc2c(=O)[nH]cnc21,-26
Cc1cc(NC(=O)C(=O)c2c[nH]c3ccccc23)n(-c2nc(-c3ccccc3)cs2)n1,4
CCOC(=O)CN(c1ccccc1)S(=O)(=O)c1cc(C)c2[nH]c(=O)cc(C)c2c1,-2
COC(=O)c1ccccc1NC(=O)/C(C#N)=C\c1cn[nH]c1-c1ccccc1,2
CCOC(=O)c1c[nH]c(=S)[nH]c1=O,-10

Source: PubChem (Small Molecule Screening Facility, UW Madison)
